Spn DPM-DC inh – S. pneumoniae DPM-DC inhibition; purified DPM-DC, PK/LDH coupled NADH fluorescence; calls only at 10 µM; 65,000 compounds, 0.49% hits; AID 556;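 active means the 320 compounds with the highest percent inhibition in the single-dose primary screen, excluding strongly autofluorescent ones, cut at about 32% in these data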;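 further: kinetic rate of NADH fluorescence loss reporting ADP formed by the decarboxylase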
LYP phosphatase – inhibition of human PTPN22 tyrosine phosphatase – biochemical, DiFMUP fluorescence, recombinant catalytic domain, 10 µM, primary screen (AID 606); recombinant LYP catalytic domain, DiFMUP fluorescence; higher % means a stronger effect; 52,000 tested, under 10 active; inhibition, % at 10 µM; hits with a dose series show IC50 in µM;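 active means IC50 under 40 µM in the dose-response test; inactive means IC50 of 40 µM or more, or never dose-tested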
Spn PMK inh – inhibitors of Streptococcus pneumoniae phosphomevalonate kinase; 65,000 compounds, 0.49% hits; inhibition, % at 10 µM; purified PMK, PK/LDH-coupled NADH absorbance 340 nm; AID 539;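 active means top-ranked compounds by inhibition in the single 10 µM screen, taking a fixed number of the strongest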;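 further: 0% = full reaction with DMSO carrier and 100% = background rate without enzyme reaction; no value below 0 was filed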
Alkaline phosphatase – inhibition of tissue-nonspecific alkaline phosphatase – biochemical, luminescent (AID 518); inhibition, % at 20 µM; hits with a dose series show IC50 in µM; purified TNAP enzyme, luminescent substrate readout; higher % means a stronger effect; 64,000 compounds, 0.09% hits; in the data active means a potency from the dose series; inactive means the rest, 99 in 100 with inhibition below about 22%;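 further: plate controls were vehicle for no effect and reference inhibitor for full effect; many of its hits are not listed in these tables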
HPDE-C7K KRASV12 – viability loss of HPDE-C7K cells – cell-based, fluorescence, HTS, primary screen (AID 431); HPDE-C7K KRASV12 cells, Alamar Blue viability, 48 h; higher % means a stronger effect; cytotoxicity, % at 10 µM; hits with a dose series show EC50 in µM; 63,000 compounds, 1.7% hits;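 active means compounds whose percent cytotoxicity in the single-dose primary screen, scaled between solvent and toxic-drug controls, exceeds 50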;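 further: 0% = DMSO solvent wells and 100% = doxorubicin-treated wells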
HT1080 viability – cytotoxicity in HT1080 fibrosarcoma cells, cell-based, fluorescence readout (AID 620); HT1080 viability, fluorescence; higher % means a stronger effect; cytotoxicity, % at 10 µM; hits with a dose series show EC50 in µM; 87,000 compounds, 0.42% hits;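 further: cells exposed to compound overnight then 4 h with Alamar Blue; 0% = vehicle DMSO and 100% = killing control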
MK inhibit – blocks S. pneumoniae mevalonate kinase. purified MK, PK/LDH-coupled NADH absorbance 340 nm. inhibition, % at 10 µM. 65,000 compounds, 0.48% hits. AID 555;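 active means ranked among the strongest by inhibition in the single 10 µM screen, a fixed top-ranked set picked for dose follow-up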; further: no value below 0 was filed
Bfl-1 displacement – displacement of Bid BH3 peptide from Bfl-1 – biochemical, fluorescence polarization, FITC-Bid, mouse, primary screen (AID 432) | FITC-Bid BH3 peptide fluorescence polarization displacement; higher % means a stronger effect | displacement, % at 20 µM, or IC50 in µM where a hit was titrated | 64,000 compounds, 0.02% hits; in the data active means a potency from the dose series; inactive means the rest, 99 in 100 with displacement below about 15%; further: strong numbers were not always called active
HPDE-C7 viability – cytotoxicity in HPDE-C7 cells, cell-based, fluorescence, HTS (AID 430); cytotoxicity, % at 10 µM; hits with a dose series show EC50 in µM; 63,000 compounds, 1.8% hits; HPDE-C7 pancreatic duct cells viability, fluorescence; higher % means a stronger effect;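 further: cells exposed to compound for 48 hours before viability readout; 0% = vehicle and 100% = reference cytotoxic drug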
Spn PMK inh pilot replicates – further read-out of Spn PMK inh, marked with its call; inhibition, %; measured here: pilot screen replicates
MK inhibit pilot replicates – further read-out of MK inhibit, marked with its call; inhibition, %; measured here: pilot screen replicates
Spn DPM-DC inh pilot screen % – further read-out of Spn DPM-DC inh, marked with its call; inhibition, %; measured here: pilot screen trials
Numbers without * were called inactive; i = inactive; . = no result given. Unless noted, no stated cut-off is given here; in the data, active means cytotoxicity above about 50%; inactive means the rest.

SMILES	Spn DPM-DC inh	LYP phosphatase	Spn PMK inh	Alkaline phosphatase	HPDE-C7K KRASV12	HT1080 viability	MK inhibit	Bfl-1 displacement	HPDE-C7 viability	others
N=c1n(CCN2CCOCC2)c2ccccc2n1CC(=O)c1ccc(Cl)c(Cl)c1	i	12%	26*	2%	45%	80%*	2	0%	42%
Cc1sc2ncnc(N3CCCCC3C)c2c1C (stereo not drawn)	i	16%	18	13%	-4%	-3%	0	14%	-3%
Cc1cc(C)nc(NS(=O)(=O)c2ccc(NC(=O)CCC3COc4ccccc4O3)cc2)n1 (stereo not drawn)	i	-2%	4	11%	-9%	0%	2	1%	4%
COc1ccc(C(=O)O)cc1S(=O)(=O)N(C)CCc1cccnc1	i	.	4	10%	1%	10%	2	-4%	6%
Cc1ccc(C2CC(=O)NC3=C2C(=O)CCC3)cc1Br (stereo not drawn)	i	.	12	4%	-1%	2%	1	-2%	-5%
COc1ccc(N2C(=O)CC(N3CCC(O)(c4cccc(C(F)(F)F)c4)CC3)C2=O)cc1 (stereo not drawn)	i	19%	5	10%	-10%	0%	1	-10%	-13%
CCOc1cccc(NC(=O)C2CC(=O)N(C)C(=Nc3ccccc3)S2)c1 (stereo not drawn)	i	.	5	11%	32%	2%	12	1%	1%
c1cc(CNC2=NCCCCC2)ccn1	i	17%	18	3%	10%	-12%	6	-5%	0%
CCCCCn1c(CN2CCN(C(=O)OCC)CC2)nc2c1c(=O)[nH]c(=O)n2C	i	-7%	7	9%	-16%	-3%	12	-2%	-8%	Spn PMK inh pilot replicates=3.0;MK inhibit pilot replicates=2.0;Spn DPM-DC inh pilot screen %=2.5
O=C1CCCC2=C1C1(CCCCC1)N=C(Nc1nc3ccccc3o1)N2	i	.	6	11%	8%	3%	2	-2%	-8%
CCOC(=O)c1[nH]c(C)c(C(=O)OCc2c(C)noc2C)c1C	i	4%	12	7%	8%	-4%	2	-6%	-3%
Cn1c(=O)n(CCN2CCOCC2)c(=O)c2c1nc1n2CCN1c1ccc(Oc2ccccc2)cc1	i	.	7	7%	-4%	4%	2	4%	1%
Cc1nnc(NC(=O)CSC2CCCCC2)s1	i	1%	1	9%	1%	-1%	3	-2%	5%
CCOC(=O)N1CCN(C(=O)COc2ccc(S(=O)(=O)Nc3ccc(OCC)cc3)cc2)CC1	i	-2%	0	3%	-7%	-3%	6	-3%	0%
O=C(COc1ccccc1)Nc1ccccc1N1CCCCC1	i	0%	11	9%	-5%	-11%	8	0%	-7%
O=C(CSc1nnc(Cn2nnc(-c3ccccc3)n2)n1-c1ccccc1)Nc1ccccc1	i	.	10	7%	0%	-7%	10	3%	-15%
CCOC(=O)CCc1c(C)nc2ncnn2c1C	i	-6%	13	6%	1%	-4%	3	3%	2%
O=C(CSc1nnc(CNC(=O)c2cccs2)o1)NC1CCCC1	i	10%	16	7%	1%	9%	8	-9%	0%	Spn PMK inh pilot replicates=4.0;MK inhibit pilot replicates=3.5;Spn DPM-DC inh pilot screen %=3.5
CCOC(=O)N1CCC(NC(=O)CCCN2C(=O)CSc3ncccc32)CC1	i	8%	16	3%	-4%	1%	5	-7%	-7%
COc1ccccc1N1CCN(C(=O)C(Cc2ccccc2)NC(=O)C2CCCCC2)CC1 (stereo not drawn)	i	-1%	15	8%	-7%	-11%	0	-6%	-4%	Spn PMK inh pilot replicates=1.5;MK inhibit pilot replicates=0.0;Spn DPM-DC inh pilot screen %=0.0
COC(=O)c1ccc(NC(=O)c2ccco2)cc1	i	-4%	0	-2%	0%	-1%	6	-11%	-1%
C=C1c2ccc(C)cc2NC(=O)N1c1ccccc1	i	15%	0	12%	-6%	-6%	11	-7%	-11%
CCOC(=O)CSC1=C(C#N)C(c2ccccc2Cl)C(C(=O)OC)C(=O)N1 (stereo not drawn)	i	-1%	11	12%	.	-16%	9	-3%	.
Cc1ccc(N(CN2CCCC2=O)C(=O)c2ccc(C)c(C)c2)cc1	i	-4%	16	8%	-2%	11%	5	-5%	-18%
O=C(CSc1nnc(-c2ccco2)n1Cc1ccco1)NCc1cccs1	i	15%	19	7%	6%	2%	0	-5%	2%
COc1cc(C2C(C(C)=O)=C(O)C(=O)N2c2ccc(Br)cn2)ccc1O (stereo not drawn)	i	9%	14	22%	5%	.	7	-2%	6%
CSC1=C(C#N)C(C)CC(=O)N1 (stereo not drawn)	i	8%	6	9%	-4%	4%	9	1%	9%	Spn PMK inh pilot replicates=0.0;MK inhibit pilot replicates=0.0;Spn DPM-DC inh pilot screen %=0.0
CCO/C(C)=N/n1c2nc3ccccc3nc2c2c(=O)n(CC(C)C)c(C)nc21	i	1%	0	6%	4%	1%	0	-3%	7%
CC(C)C[C@H](NC(=O)OC(C)(C)C)C(=O)N1CCC(C(=O)N[C@@H](Cc2ccccc2)C(=O)O)CC1	i	.	9	7%	-8%	5%	10	-2%	-17%
COc1ccc(CNC(=O)c2ccc3c(c2)N(C)C(=O)CS3=O)cc1 (stereo not drawn)	i	18%	5	8%	1%	-2%	6	-7%	2%
O=C(CC(=O)NCc1cccnc1)NCc1cccnc1	i	-2%	4	14%	-10%	-3%	12	-4%	-15%
CCCCOC(=O)Nc1cc(OC)c(Cl)cc1OC	i	18%	2	9%	8%	-7%	3	-10%	3%
CCN(CC)CCCN1C(=O)C(=O)/C(=C(/O)c2ccc3c(c2)OCO3)C1c1ccccn1 (stereo not drawn)	i	7%	13	9%	-10%	9%	7	-6%	4%	Spn PMK inh pilot replicates=2.5;MK inhibit pilot replicates=0.5;Spn DPM-DC inh pilot screen %=0.0
O=C(Cn1nc(-c2ccccc2F)ccc1=O)NCc1ccc2c(c1)OCO2	i	.	22	10%	-22%	1%	0	0%	-30%
Cc1ccc(S(=O)(=O)Nc2ccc3nc(N)sc3c2)cc1	i	-7%	4	11%	4%	7%	8	-5%	-16%
CCCC(c1nnnn1Cc1cccs1)N1CCN(c2ccc(OC)cc2)CC1 (stereo not drawn)	i	6%	22	25%	5%	-1%	0	-2%	-4%
COc1cc2cc(CN(Cc3nnnn3Cc3ccccc3)CC3CCCO3)c(=O)[nH]c2cc1OC (stereo not drawn)	i	12%	15	3%	-19%	-25%	13	7%	-10%
COc1ccc(-c2cc(C(F)(F)F)n3ncc(C(=O)NCC4CCCO4)c3n2)cc1 (stereo not drawn)	.	10%	5	10%	17%	6%	8	-2%	15%	Spn PMK inh pilot replicates=1.5;MK inhibit pilot replicates=0.0
Cc1cc(NC(=O)c2cc3ncc(Br)cn3n2)no1	i	14%	5	6%	-9%	2%	7	-3%	-9%
O=C1CN(C(=O)COC(=O)COc2ccc3c(c2)CCC3)c2ccccc2N1	i	.	15	10%	0%	3%	0	-2%	3%

Ordered by formula weight (ascending): 5 of the compounds above
SMILES	Spn DPM-DC inh	LYP phosphatase	Spn PMK inh	Alkaline phosphatase	HPDE-C7K KRASV12	HT1080 viability	MK inhibit	Bfl-1 displacement	HPDE-C7 viability	others
O=C(CC(=O)NCc1cccnc1)NCc1cccnc1	i	-2%	4	14%	-10%	-3%	12	-4%	-15%
CCCCOC(=O)Nc1cc(OC)c(Cl)cc1OC	i	18%	2	9%	8%	-7%	3	-10%	3%
Cc1ccc(S(=O)(=O)Nc2ccc3nc(N)sc3c2)cc1	i	-7%	4	11%	4%	7%	8	-5%	-16%
Cc1ccc(N(CN2CCCC2=O)C(=O)c2ccc(C)c(C)c2)cc1	i	-4%	16	8%	-2%	11%	5	-5%	-18%
CCN(CC)CCCN1C(=O)C(=O)/C(=C(/O)c2ccc3c(c2)OCO3)C1c1ccccn1 (stereo not drawn)	i	7%	13	9%	-10%	9%	7	-6%	4%	Spn PMK inh pilot replicates=2.5;MK inhibit pilot replicates=0.5;Spn DPM-DC inh pilot screen %=0.0

Further entries follow:
SMILES	Spn DPM-DC inh	LYP phosphatase	Spn PMK inh	Alkaline phosphatase	HPDE-C7K KRASV12	HT1080 viability	MK inhibit	Bfl-1 displacement	HPDE-C7 viability	others
Nc1nc2n(c1C(=O)c1ccccc1)CCC2	i	6%	0	8%	4%	.	11	-7%	2%
CC1(C)Cc2c(C#N)c(OCC(=O)c3ccc(Cl)cc3)nc(-c3ccoc3)c2CO1	i	19%	8	4%	37%	0%	8	-2%	32%
COc1ccc(Cc2nnc(SCC(=O)N3CCN(c4ccccc4)CC3)o2)cc1	i	-1%	0	3%	6%	-1%	3	-5%	8%
CCO/C([O-])=N/c1c[n+](N2CCOCC2)no1	i	16%	0	3%	-15%	-5%	3	-1%	-10%	Spn PMK inh pilot replicates=1.5;MK inhibit pilot replicates=4.0;Spn DPM-DC inh pilot screen %=0.0
COCCn1c(SCc2nc3ccccc3s2)nc2ccccc21	i	12%	0	13%	6%	4%	18	-4%	9%
Cc1ccc(-n2c(=O)cc(N3CC(C)CC(C)C3)[nH]c2=O)cc1 (stereo not drawn)	i	-6%	3	14%	-10%	0%	1	0%	-15%
O=C(c1cnn2cccnc12)N1CCN(c2ccccc2)CC1	i	4%	11	13%	-26%	6%	4	5%	-12%
O=C(Cn1nc(Cl)nc1Cl)c1cc2ccccc2oc1=O	i	11%	13	14%	-13%	-8%	8	4%	-12%
Cc1c(NC(=O)c2ccccc2F)c(=O)n(-c2ccccc2)n1C	i	6%	14	4%	-8%	-6%	1	1%	1%
CCN(CC)C(=O)c1cn(C)c2ccc(S(=O)(=O)N(CC)CC)cc2c1=O	i	.	9	14%	-2%	4%	5	-4%	3%
C1=C(CCNC2=NCCCCC2)CCCC1	i	14%	14	18%	-1%	7%	2	0%	-20%
Cc1nn(-c2ccccc2)c(Cl)c1C(=O)N1CCN(c2ncnc3c2cnn3-c2ccccc2)CC1	i	4%	11	5%	9.4µM*	-8%	10	-5%	8.6µM*
CC(C)c1nnc(N2C(=O)c3oc4ccccc4c(=O)c3C2c2ccco2)s1 (stereo not drawn)	i	.	2	.	.	-4%	1	.	.
COc1ccc(-n2c(Cn3nnc4ccccc43)nnc2SCC(=O)O)cc1	i	-5%	19	7%	0%	-14%	7	1%	-6%
COC(=O)c1cc(Br)c(=O)n(-c2ccc(C(C)=O)cc2)c1	i	.	9	13%	4%	-2%	3	-10%	14%
CCC(CC)C(=O)NCCc1cc2ccc(C)cc2[nH]c1=O	i	.	13	14%	11%	-3%	0	-2%	6%	Spn PMK inh pilot replicates=2.5;MK inhibit pilot replicates=1.5;Spn DPM-DC inh pilot screen %=3.0
CCOC(=O)c1[nH]c2ccc(C)cc2c1N	i	.	6	13%	2%	11%	0	1%	-5%
Cc1ccc(C)c(NC(=O)CSc2nnc(-c3ccccc3)o2)c1	i	9%	8	9%	0%	4%	7	0%	-7%	Spn PMK inh pilot replicates=3.0;MK inhibit pilot replicates=2.5;Spn DPM-DC inh pilot screen %=2.5
COc1ccc(NC(=O)c2ccco2)c(NC(=O)Cc2cccs2)c1	i	-5%	1	6%	2%	-1%	5	-2%	-5%
O=C(c1cc2nc3c(c(C(F)(F)F)n2n1)CCc1ccccc1-3)N1CCN2CCCC2C1 (stereo not drawn)	i	-3%	15	10%	8%	-9%	0	1%	-2%

Assay outcomes as filed in PubChem BioAssay.
